High-throughput results: PubChem, National Center for Advancing Translational Sciences (NCATS)
TexasRed fluor: alters Texas Red total fluorescence, flagging assay interference | Potency, µM (doses to about 106 µM), for the others: at the highest dose fluorescence change, negative = quenching | 0.29% of 280,000 active | TRb/SRC2 Texas Red total fluorescence interference; active = well fitted curve in either direction with a large enough effect; inconclusive = small, poorly fitted or top-dose-only effect; note: % is set by controls: 0 for no effect and ±100 for the full control effect
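Human TRβ ligand-binding domain (0.6 uM) and Texas Red SRC2 peptide (20 nM) in Tris buffer with 1 uM T3 and 5% DMSO were incubated with pinned compound for 5 hr at ambient temperature. Total fluorescence was computed as S + 2P (555/632 nm).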
RECQ1 inh: inhibitors of human RECQ1 DNA helicase | RECQ1 DNA unwinding, red fluorescence kinetic read | Potency, µM (highest dose often 57.3 µM), inactives show at the highest dose activity, negative = inhibition, usual class: inhibitors | AID 2549 | P46063 | 0.54% of 240,000 active;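 note: plate controls were vehicle for no effect and no enzyme for full effect; nearly all actives have a fitted effect of over 30% in size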
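RECQ1T1 50 nM; forked duplex (20 bp + 30-nt ss tails) 200 nM, ATP 2 mM final; pH 8.0, 2 mM MgCl2, 2.5 ug/ml poly(dI-dC); 15 min compound preincubation; discontinuous kinetic read over 2 h at RT.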
ALDH1A1 inh: ALDH1A1 (human) enzyme inhibition; P00352; Purified ALDH1A1, NADH fluorescence, propionaldehyde substrate; Potency, µM (series often up to 75.3 µM), for inactives: at the top dose activity, negative = inhibition, usual class: inhibitors; 7.3% of 220,000 active; AID 1030; active = well fitted inhibition curve with a large enough effect, not every such curve was filed as active; inconclusive = small, poorly fitted or top-dose-only effect, or another doubt; inactive = no such curve, though single readings can be large or run the other way;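 note: plate controls were no enzyme wells and a reference inhibitor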
Target sequence (P00352 whole entry, looked up): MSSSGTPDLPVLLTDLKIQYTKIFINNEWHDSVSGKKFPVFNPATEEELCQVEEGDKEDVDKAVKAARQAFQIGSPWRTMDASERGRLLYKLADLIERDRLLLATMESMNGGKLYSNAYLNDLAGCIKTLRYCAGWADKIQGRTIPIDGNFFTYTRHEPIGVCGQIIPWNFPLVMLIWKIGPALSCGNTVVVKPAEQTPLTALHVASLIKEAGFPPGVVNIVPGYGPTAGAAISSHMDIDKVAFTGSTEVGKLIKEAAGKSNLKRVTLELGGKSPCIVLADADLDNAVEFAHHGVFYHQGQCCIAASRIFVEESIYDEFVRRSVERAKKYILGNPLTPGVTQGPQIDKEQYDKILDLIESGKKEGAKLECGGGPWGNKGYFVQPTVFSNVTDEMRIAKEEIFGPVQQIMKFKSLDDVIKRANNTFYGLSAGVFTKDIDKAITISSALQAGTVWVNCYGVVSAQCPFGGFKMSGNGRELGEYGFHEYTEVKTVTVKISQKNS
TRb-SRC2 inh: disrupts binding of human TR beta to SRC2; TRbeta-SRC2 peptide binding, fluorescence polarization; receptor liganded with 1 µM T3; P10828; Potency, µM (highest dose often 106 µM), for inactives: top-dose activity change, negative = inhibition, usual class: inhibitors; 0.065% of 280,000 active;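 note: plate controls were bound peptide for no effect and peptide without receptor for full effect; nearly all actives have a fitted effect of over 50% in size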
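Assay buffer: 20 mM Tris-HCl, 100 mM NaCl, 10% glycerol, 1 mM EDTA, 0.01% NP-40, 1 mM DTT, 1 uM T3, 5% DMSO; TRb LBD 0.6 uM, Texas Red SRC2 20 nM; FP after 5 hr.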
SMN2 splice enh: increases expression of the SMN2 splice variant | 2.8% of 210,000 active | AID 1458 | Potency, µM (highest dose often 46.1 µM), without a hit: at the top dose activity change, positive = activation, most hits filed as activators | HEK293 SMN2-luciferase splicing reporter, luminescence, 30-36 h; note: % of control where 0% means no effect; nearly all actives have a fitted effect of over 55% in size
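HEK293 cells carry an SMN2 minigene-luciferase reporter in which exon 7 inclusion puts luciferase in frame. Cells were seeded at 2000 cells/well, attached for 10-12 hours, then exposed to compounds for 30-36 hours at 37C before ONE-Glo luminescence.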
KDM4E inh: inhibitors of human JMJD2E histone demethylase; JMJD2E catalytic domain, FDH-coupled NADH fluorescence (FDH is formaldehyde dehydrogenase); Potency, µM (titrated, usually from 57.1 µM), without a hit: at the highest dose activity change, negative = inhibition, hits mostly inhibitors; 1.6% of 230,000 active; active = well fitted inhibition curve with a large enough effect, not every such curve was filed as active; inconclusive = small, poorly fitted or top-dose-only effect, or another doubt; inactive = no such curve, though single readings can be large or run the other way;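 note: 0% = wells with enzyme and -100% = buffer wells without enzyme; nearly all actives have a fitted effect of over 50% in size; many of its hits are not listed in these tables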
GoLoco inh red: inhibitors of human Gai1-RGS12 GoLoco interaction (red fluorophore). Potency, µM (top dose mostly 61.6 µM), for the others: top-dose activity, negative = inhibition, actives largely listed as inhibitors. 0.44% of 230,000 active. Gai1:RGS12 GoLoco peptide FP, rhodamine, 10 min; active = well fitted inhibition curve with a large enough effect, not every such curve was filed as active; inactive = no such curve, though single readings can be large or run the other way; note: % is set by controls: 0 for no effect and ±100 for the full control effect; nearly all actives have a fitted effect of over 30% in size; many of its hits are not listed in these tables
Target sequence (P63096 whole entry, looked up): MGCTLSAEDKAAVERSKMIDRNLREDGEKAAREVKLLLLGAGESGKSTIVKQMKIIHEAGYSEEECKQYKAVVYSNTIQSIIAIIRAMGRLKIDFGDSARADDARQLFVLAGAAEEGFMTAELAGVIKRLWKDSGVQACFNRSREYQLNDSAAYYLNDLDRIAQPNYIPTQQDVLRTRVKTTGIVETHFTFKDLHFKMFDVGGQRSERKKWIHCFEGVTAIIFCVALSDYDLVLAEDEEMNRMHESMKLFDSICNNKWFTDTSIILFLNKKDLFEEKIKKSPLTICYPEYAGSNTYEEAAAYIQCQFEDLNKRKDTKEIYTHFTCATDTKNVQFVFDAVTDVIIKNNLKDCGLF
LMNA splice mod: changes lamin A minigene splicing in HeLa cells; HeLa LMNA splicing GFP/RFP minigene ratio, 48 h; Potency, µM (highest dose often 46.1 µM), inactives show at the highest dose ratio change, negative = inhibition, most hits filed as inhibitors; 0.01% of 200,000 active; active = well fitted inhibition curve with a large enough effect in the signal ratio, with a control signal flat, not every such curve was filed as active; inconclusive = small, poorly fitted or top-dose-only effect, or effect the other way, or a change in a side signal; the % refers to the signal ratio; note: % is set by controls: 0 for no effect and ±100 for the full control effect
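S3 HeLa stable clones carrying a lamin A-EGFP splicing minigene plus DsRed2 were seeded at 600 cells/well in Opti-MEM with 2% FBS, pin-dosed and incubated 48 h at 37°C. Acumen cytometry (488 nm) gave the GFP/RFP total-intensity ratio.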
* = called active by the depositor; i = inactive; ? = inconclusive; / = not tested or not shown; [ ] = dose if it differs, or a comment. Unless noted, calls come from the whole dose curve; as a rule, active = well fitted curve in the direction sought with a large enough effect; inconclusive = small, poorly fitted or top-dose-only effect, or another doubt; inactive = no such curve, though single readings can be large; an effect the other way counts as inactive or inconclusive. Potency is the fitted concentration of half-maximal effect. An excerpt (hit frequency here may not be typical).

no.	SMILES	TexasRed fluor	RECQ1 inh	ALDH1A1 inh	TRb-SRC2 inh	SMN2 splice enh	KDM4E inh	GoLoco inh red	LMNA splice mod
1	CC(C)(C)CC(=O)Nc1ccc(S(=O)(=O)N2CCCC2)cc1	-2.6%	12.3%	-15.1%	8.6%	/	1.3%	-6.9%	7.4%[46 µM]
2	COc1cccc(C(=O)Nc2ccccc2F)c1	-3.6%	i	-10.6%	-2.8%	11.2µM*	2.4%	-4.7%	10.9%[46 µM]
3	COc1ccc(Cl)cc1CN1CCOCC1	-3.0%	i	/	-6.9%	/	-5.9%	-1.6%	/
4	COC(=O)C1=C(N)Oc2cc(C)[nH]c(=O)c2C1c1ccncc1 (stereo not drawn)	-1.2%	-8.6%	13.7%	10.0%	1.7%	0.5%	0.1%	-1.6%
5	CCN1C(=O)C(O)(CC(=O)c2cccc(-n3cccc3)c2)c2ccccc21 (stereo not drawn)	-0.2%	-8.9%	4.47µM*	0.3%	/	-4.9%	-10.6%	-0.4%[46 µM]
6	Cc1cc(C)c2nc(N3CCC(C(=O)NCc4ccccn4)CC3)sc2c1	-0.1%	-8.7%	-1.2%	-2.7%	-31.8%[inhibitor]	-2.5%	2.2%	15.7%[9.22 µM]
7	CCOC(=O)c1ccccc1NC(=O)CC(C)CC(=O)O (stereo not drawn)	5.2%	3.8%	?	6.9%	-11.2%	?	3.6%	-6.2%
8	CCCCC/C=C\C/C=C\CCCCCCCC(=O)NC(C)C(=O)O (stereo not drawn)	-1.6%	i	0.7%	11.4%	2.2%	2.7%	6.5%	/
9	CCc1ccc2nc(NC(=O)c3ccc4c(=O)[nH]c(CN5CCOCC5)nc4c3)sc2c1	-1.4%	-25.3%	?	-17.0%	10.5%	?	7.3%	0.5%
10	COc1ccc(-c2nc(CCNC(=O)c3ccco3)cs2)cc1OC	-3.2%	-0.6%	?	-0.8%	-25.9%	4.7%	1.0%	?
11	Cc1ccc(CNCc2cccnc2)cc1	-2.4%	-10.1%	11.8%	-3.4%	-1.5%	-3.2%	5.3%	-11.5%
12	C=CCN(CC=C)CCOc1ccccc1F	-4.1%	-9.1%	?	-1.8%	6.2%	-1.0%	-6.3%	?
13	Oc1ccc(C(=S)N2CCCCCC2)cc1	-2.3%	-10.8%	?	-4.1%	2.8%	-5.3%	-5.3%	7.4%
14	Cc1ccc(S(=O)(=O)Cn2nnnc2C(c2ccc(F)cc2)N2CCCCC2)cc1 (stereo not drawn)	-1.1%	-2.1%	-1.9%	-1.6%	-16.3%	-4.6%	4.1%	?
15	COCCNC(=O)/C(C#N)=C/c1cn(CC(=O)NCc2ccco2)c2ccccc12	-1.3%	-6.0%	?	1.8%	17.6%	?	20.9%	8.3%[46 µM]
16	CC1=NN(C(=O)c2csc(C)c2C)C(O)(C(F)(F)F)C1 (stereo not drawn)	?	-9.9%	4.1%	-8.7%	4.2%	-6.8%	3.8%	-12.3%
17	N#CCCn1c(=O)c(CCc2ccccc2)nc2cnc(Oc3ccccc3)nc21	/	-12.9%	?	/	-26.0%	/	2.1%	/
18	COc1ccc(NC(=O)N2CC3(CCN(C(=O)c4cc(C(F)(F)F)cc(C(F)(F)F)c4)CC3)C2)cc1	/	7.0%	?	/	-11.5%	/	9.8%	/
19	Cc1ccc(NC(=O)c2cc3c(s2)CCC3)cc1S(=O)(=O)N1CCOCC1	0.0%	-11.0%	1.12µM*	-1.9%	-36.5%[inhibitor]	-19.8%	3.1%	?
20	O=C1C(Cl)=C(NCCCN2CCOCC2)C(=O)N1CCc1ccccc1	-2.7%	3.0%	7.94µM*	-8.3%	?	-0.6%	1.0%	-5.9%
21	CCN(CC)c1ccc(/C=N/n2c(C)cc(C)cc2=O)cc1	0.3%	-5.4%	7.94µM*	-1.6%	-3.5%	?	12.2%	3.6%
22	O=[N+]([O-])c1cccc(-c2nnc(C34CC5CC(CC(C5)C3)C4)o2)c1	-2.9%	2.5%	?	2.9%	-10.5%	4.3%	-2.7%	-6.1%
23	CCCCOC(=O)N1CCOCCOCCN(C(=O)OCCCC)CCOCCOCC1	-4.2%	-7.5%	-10.1%	-1.8%	-31.2%[inhibitor]	1.0%	1.2%	?
24	CO/N=C/c1ccc(Sc2ccccc2N)c([N+](=O)[O-])c1	-1.1%	-7.3%	6.5%	10.9%	-10.6%	4.0%	2.7%	?
25	Cc1ccc(S(=O)(=O)Nc2ccc(N3CCOCC3)cc2)cc1	-0.2%	0.7%	-11.7%	-7.1%	-5.2%	-0.1%	-1.7%	-10.0%
26	c1ccc(-c2cnnc(SCc3cn4cccnc4n3)n2)cc1	-4.9%	7.1%	-15.4%	-1.5%	7.0%	-18.1%	-0.9%	-2.0%
27	c1cncc(CSc2nnc(-c3cccnc3)n2Cc2ccco2)c1	-0.7%	-8.8%	1.9%	0.6%	/	-2.4%	/	2.6%
28	CCc1ccc(Nc2ncc3c(n2)CC(C)CC3=O)cc1 (stereo not drawn)	2.3%	-7.6%	-0.7%	4.4%	/	?	4.2%	-6.2%[46 µM]
29	Cc1cccc(NC(=O)COc2cccc3c2CCN(C)C3=O)c1C	1.5%	i	?	1.5%	-33.5%[inhibitor]	2.3%	62.9%[activator]	/
30	Oc1ccc(C2CNCc3sccc32)cc1O (stereo not drawn)	-4.3%	0.4%	?	2.8%	-102.8%[inhibitor]	25.1µM*	-7.5%	?

Complete entries from above. Order of values: TexasRed fluor	RECQ1 inh	ALDH1A1 inh	TRb-SRC2 inh	SMN2 splice enh	KDM4E inh	GoLoco inh red	LMNA splice mod
CCc1ccc(Nc2ncc3c(n2)CC(C)CC3=O)cc1 (stereo not drawn) in the list: 2.3%	-7.6%	-0.7%	4.4%	/	?	4.2%	-6.2%[46 µM]
COc1ccc(NC(=O)N2CC3(CCN(C(=O)c4cc(C(F)(F)F)cc(C(F)(F)F)c4)CC3)C2)cc1 in the list: /	7.0%	?	/	-11.5%	/	9.8%	/

(cont.)
no.	SMILES	TexasRed fluor	RECQ1 inh	ALDH1A1 inh	TRb-SRC2 inh	SMN2 splice enh	KDM4E inh	GoLoco inh red	LMNA splice mod
31	CCC1=C2CC[C@H]3C(=O)N(CC)C(=O)[C@H]3[C@H]2[C@@]2(C)C(=NCCc3c[nH]c4ccccc34)OC(=O)N2C1=O	-5.6%	-1.5%	-2.0%	4.6%	-1.0%	3.3%	6.2%	/
32	COC(=O)C1=C(CN2CCc3ccccc32)NC(=O)NC1c1cc(C)ccc1C (stereo not drawn)	17.8%	-1.1%	?	-8.3%	4.47µM*	-18.4%	33.2%[activator]	-17.2%
33	CC(NC(=O)c1cccs1)C(c1cccs1)N1CCN(Cc2ccccc2)CC1 (stereo not drawn)	-2.7%	-2.6%	-7.6%	-14.7%	-16.9%	4.9%	8.1%	3.8%
34	c1coc(-c2cc(C3CCNCC3)[nH]n2)c1	-2.3%	-1.4%	12.7%	-8.0%	11.3%	-5.2%	4.9%	-11.7%[46 µM]
35	COc1cc(CNCCCCO)ccc1OCc1ccccc1F	1.5%	i	6.8%	4.4%	15.5%	-10.9%	-1.5%	/
36	Cn1c(=O)c(-c2ccc(Cl)cc2)nc2cnc(Oc3ccccc3)nc21	/	i	?	/	-5.2%	/	15.9%	/
37	COC(=O)C1=C(C)N(C)C(=O)NC1c1cc(Cl)cc(Cl)c1OC (stereo not drawn)	2.8%	5.7%	?	0.5%	?	?	7.8%	?
38	Cc1cc(C(=O)NP(=O)(N2CCOCC2)N2CCOCC2)c(C)n1-c1ccc(Br)cc1	-0.4%	-7.6%	0.8%	11.7%	?	-0.5%	-9.7%	-6.5%
39	COc1cc2c(cc1OC)CN(C(=S)Nc1ccccc1Cl)CC2	-0.8%	2.5%	-5.4%	-3.8%	-19.2%	-2.0%	8.2%	/
40	COc1ccccc1Nc1ncnc2c1cnn2-c1cccc(C)c1	-0.3%	-17.1%	-6.1%	5.5%	12.1%	-29.8%	2.6%	?
41	CC(C)OCCCNC(=O)Nc1cccc2ccccc12	-2.3%[53 µM]	i	?	2.4%[53 µM]	/	-32.9%	-0.3%	/
42	O=C(N/C(=C/c1cccc([N+](=O)[O-])c1)C(=O)N1CCCCCC1)c1cccs1	-1.9%	i	?	-7.3%	24.1%	-3.1%	5.3%	1.6%
43	N#CCC(=O)N/N=C/c1ccccc1Cl	-0.2%	15.9%	?	6.8%	/	7.5%	6.7%	/
44	CC(C)c1nnc(SCC(=O)N2CCc3ccccc32)n1N	-3.7%	i	?	6.4%	-1.9%	8.0%	5.3%	19.3%[46 µM]
45	COc1ccc(N2CCN(C(=O)CCc3ccc(S(=O)(=O)NCC(C)C)cc3)CC2)cc1	0.4%	-1.4%	12.6µM*	5.0%	-112.9%[inhibitor]	6.0%	-15.2%	?
46	Cc1ccc(NC(=O)CCSc2nnc3ccccn23)cc1	-0.4%	-7.2%	?	-4.1%	-4.3%	?	-6.4%	10.3%
47	CC(=O)Nc1nc2ccccc2[nH]1	0.6%	-0.1%	3.9%	-2.3%	20.4%	-21.0%	0.0%	?
48	CCc1nnc(NC(=O)CSc2nnc(Cc3ccc(OC)cc3)o2)s1	2.5%	8.8%	?	-4.7%	9.8%	-1.9%	10.6%	-0.3%
49	O=C(Nc1nccs1)c1ccc2c(=O)n3c(nc2c1)CCCCC3	-0.8%	0.7%	?	6.6%	/	1.7%	/	?
50	CCNC(=S)N(Cc1ccco1)Cc1cc2cc3c(cc2[nH]c1=O)OCCO3	3.0%	-8.0%	?	-2.4%	2.2%	?	5.2%	-4.0%
51	CC1(C)CC(NC(=O)N2c3ccccc3Sc3ccccc32)CC(C)(C)N1	-0.7%	-6.1%	8.5%	2.3%	/	-0.5%	-6.3%	/
52	CCn1c(SCC(=O)N/N=C/c2ccc(C)s2)nc2ccccc21	-0.2%	-5.7%	?	1.3%	-15.2%	2.2%	-18.3%	?
